proCasp3 act: activators of human procaspase-3. AID 463141. recombinant procaspase-3 D3A, Ac-DEVD-pNA absorbance 405 nm. 0.11% of 330,000 active. activation, % at 8.5 µM. P42574;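 active means activation above the mean of all tested compounds plus 3 SD, cut at about 21% in these data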;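 further: 0% = DMSO alone and 100% = DMSO wells spiked with extra 5 µM PC-3 D3A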
Target sequence (P42574 whole entry D9A/D28A/D175A): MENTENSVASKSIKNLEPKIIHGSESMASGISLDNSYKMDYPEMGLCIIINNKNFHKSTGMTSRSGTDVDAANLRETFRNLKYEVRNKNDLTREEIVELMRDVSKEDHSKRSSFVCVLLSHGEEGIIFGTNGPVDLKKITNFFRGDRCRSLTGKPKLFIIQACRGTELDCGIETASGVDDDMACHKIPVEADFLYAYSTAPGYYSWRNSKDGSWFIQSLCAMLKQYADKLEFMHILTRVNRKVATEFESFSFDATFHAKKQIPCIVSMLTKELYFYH
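material = Procaspase-3 D3A mutant | probe or stimulus = Ac-DEVD-pNA | compound = single dose, 8.5 µM nominal compound, 0.8% DMSO | timing = 1 h preincubation, 2 h reaction | measured by = 405 nm absorbance of p-nitroaniline, reads at 0 and 120 min | benchmarks = DMSO-only low control, 5 µM PC-3 D3A high control | repeats = singlicate, each compound tested once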
CIT2 TOR yeast: modulators of TOR pathway CIT2-GFP in S. cerevisiae | AID 2029 | 0.065% of 320,000 active | S. cerevisiae CIT2-GFP strain, flow cytometry, 3 h; 100 means same as DMSO wells | GFP response vs DMSO, % at 10 µM;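 active means GFP response relative to DMSO above a set limit, near the screen mean plus 3 SD, cut at about 150% in these data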;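 further: ratio of well median GFP fluorescence to mean of DMSO wells on the plate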
LAP4 TOR yeast: modulators of TOR pathway LAP4-GFP in S. cerevisiae. S. cerevisiae LAP4-GFP multiplex, flow cytometry GFP, 3 h; median GFP as percent of DMSO wells. 0.34% of 320,000 active. AID 2023. GFP response vs DMSO, % at 10 µM;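 active means GFP response vs DMSO above a set limit, about the screen mean plus 3 SD, cut at about 150% in these data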
RPL19A TOR yeast: alters RPL19A-GFP fluorescence in TOR pathway yeast screen. S. cerevisiae RPL19A-GFP strain, flow cytometry, 3 h; hits give low values. percent response vs DMSO, % at 10 µM. 0.3% of 330,000 active;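 active means percent response vs DMSO below 50%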;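 further: median channel GFP fluorescence of the barcoded RPL19A-GFP strain; ratio of sample median GFP to plate DMSO average so 100% = DMSO; lower means less RPL19A-GFP as with rapamycin TOR inhibition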
AGP1 TOR yeast: yeast TOR pathway AGP1-GFP modulation; S. cerevisiae AGP1-GFP multiplex flow cytometry, 3 h; GFP as percent of DMSO wells; 0.02% of 320,000 active; GFP response vs DMSO, % at 10 µM;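 active means GFP response relative to DMSO above a set limit, near screen average plus 3 SD, cut at about 150% in these data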;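 further: median GFP channel fluorescence of the gated AGP1 strain per well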
AHR act: activators of human aryl hydrocarbon receptor; P35869; AHR-responsive luciferase reporter cells, luminescence; activation, % at 5 µM; 2.5% of 320,000 active; AID 2796; in the data active means activation above about 47%;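 further: 0% = vehicle wells and 100% = reference agonist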
proCasp7 act: counter-screen for procaspase-3 activators: activators of human procaspase-7 | activation, % at 8.5 µM | recombinant procaspase-7, Ac-DEVD-pNA absorbance 405 nm; D23A/D198A/D206A triple mutant, cannot self-cleave; scale: DMSO 0, 5 µM enzyme 100 | 0.093% of 330,000 active | AID 463210 | P55210;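 active means percent activation above the screen-wide mean plus 3 SD, cut at about 25% in these data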
Target sequence (P55210 whole entry D23A/D198A/D206A): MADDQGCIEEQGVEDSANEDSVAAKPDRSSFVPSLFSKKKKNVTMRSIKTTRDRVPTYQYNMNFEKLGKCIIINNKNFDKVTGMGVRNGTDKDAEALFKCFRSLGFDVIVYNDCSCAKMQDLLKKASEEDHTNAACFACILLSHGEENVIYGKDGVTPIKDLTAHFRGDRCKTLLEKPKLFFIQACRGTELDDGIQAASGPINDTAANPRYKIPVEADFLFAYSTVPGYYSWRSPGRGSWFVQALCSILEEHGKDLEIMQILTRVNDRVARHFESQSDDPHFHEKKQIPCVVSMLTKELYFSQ
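Assay system – Uncleavable procaspase-7 mutant enzyme · Quantity – 2 µM procaspase-7 mutant as dispensed · Times – 1 h preincubation, 2 h reaction · Dosing – single nominal 8.5 µM compound dose, 0.8% DMSO final · Buffer or medium – Zinc-free 50 mM HEPES buffer, pH 7.4, with NaCl and Triton X-100 · Detection – Epi-absorbance of released pNA at 405 nm, two timepoints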
MEP2-GFP yeast: yeast TOR pathway MEP2-GFP modulation; 0.51% of 330,000 active; GFP response vs DMSO, % at 10 µM; S. cerevisiae MEP2-GFP strain, flow cytometry GFP, 3 h; 100% = DMSO control level; AID 2016;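 active means GFP response versus DMSO above a set limit, roughly screen mean plus 3 SD, cut at about 180% in these data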;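 further: median GFP fluorescence of the barcode-gated MEP2-GFP cells per well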
Active calls of the source: *; . = no result given. Rows are unselected; about 3.5% have a hit in one of these screens.

Sample of the layout:
SMILES	proCasp3 act	CIT2 TOR yeast	LAP4 TOR yeast	RPL19A TOR yeast	AGP1 TOR yeast	AHR act	proCasp7 act	MEP2-GFP yeast
O=C(NC(=S)Nc1cccnc1Cl)c1ccc(Cl)cc1	-7	94	94	97	92	21	-6	103
Cc1cc(C)nc(N(C#N)CCOc2ccccc2)n1	0	114	118	109	109	3	-2	113
O=C(CN1c2ccccc2Sc2ccccc21)NNC(=S)Nc1ccc(Cl)cc1Cl	2	113	105	102	106	6	10	110
CC1CCN(C(=O)COC(=O)c2ccc3c(c2)OCCO3)CC1	4	105	104	102	101	-1	-3	120

The list itself (from the top)
SMILES	proCasp3 act	CIT2 TOR yeast	LAP4 TOR yeast	RPL19A TOR yeast	AGP1 TOR yeast	AHR act	proCasp7 act	MEP2-GFP yeast
O=C(NC(=S)Nc1cccnc1Cl)c1ccc(Cl)cc1	-7	94	94	97	92	21	-6	103
Cc1cc(C)nc(N(C#N)CCOc2ccccc2)n1	0	114	118	109	109	3	-2	113
O=C(CN1c2ccccc2Sc2ccccc21)NNC(=S)Nc1ccc(Cl)cc1Cl	2	113	105	102	106	6	10	110
CC1CCN(C(=O)COC(=O)c2ccc3c(c2)OCCO3)CC1	4	105	104	102	101	-1	-3	120
Cc1cc(C)c(N(C(=O)CN2C(=O)c3ccccc3S2(=O)=O)C(C(=O)NCC2CCCO2)c2ccc(F)cc2)c(C)c1 (configuration not stated)	-12	96	93	103	95	-1	4	107
Cc1ccc(C)n1CCN1CCN(C(=O)c2ccc(Cl)cc2)CC1	0	91	100	90	93	0	-1	98
COc1ccc(C(CNC(=O)C(CCSC)NC(=O)c2ccccc2Cl)N2CCCCC2)cc1 (configuration not stated)	1	95	99	99	102	3	8	100
COc1cccc(NC(=O)C/C(C)=N/NC(=O)c2ccccc2Cl)c1	5	110	106	106	106	2	7	96
CN(CC(=O)NC1CCCCC1)S(=O)(=O)c1ccc(Cl)cc1	-7	100	105	94	104	-1	-1	99
O=C(c1ccncc1)N1CCN(S(=O)(=O)c2cc(C(F)(F)F)cc(C(F)(F)F)c2)CC1	9	103	116	99	110	2	7	103
CCCNC(=S)N1CCN(C)CC1	-15	71	95	101	59	0	-6	123
N#Cc1ccc(/C=C2\CCn3c2nc2cc(C(=O)O)ccc2c3=O)cc1	-2	95	91	104	93	0	-5	107
Cc1ccnn1CC(=O)N/N=C/c1c[nH]c2ccccc12	0	93	109	96	99	12	11	102
Cc1ccc(CNC(=O)C2CCCCC2C(=O)O)cc1 (configuration not stated)	10	102	102	100	104	1	-2	116
Cc1cccc(Cc2nnc(CCC(=O)N(CC3CC3)CC3CCCO3)o2)c1 (configuration not stated)	-3	103	102	100	97	25	-9	100
CC1CCCN(CC(=O)Nc2ccc(S(=O)(=O)N3CCCC3)cc2)C1 (configuration not stated)	3	98	92	100	94	1	6	106
COc1ccccc1OCCNC(=O)CNC(=O)c1ccc(Cl)c(Cl)c1	-7	96	97	94	91	6	6	101
CC(=O)c1ccc(NC(=O)CC23CC4CC(C2)CC(n2nnc(C)n2)(C4)C3)cc1	12	104	106	99	110	-1	9	91
CCN(CC)CCCN=Cc1c(O)n(-c2ccc(C)cc2)c(=O)c2ccccc12	-4	89	94	101	99	2	8	105
O=C(NCC1CCNCC1)c1ccncc1	-1	103	95	101	101	1	-1	100
COc1ccccc1NC(=O)CN1C(=O)C2(OCCCO2)c2ccccc21	3	.	99	102	97	8	-2	108
COc1cc(O)c(C(CC(=O)N2CCN(c3ccccc3)CC2)c2ccc(N(C)C)cc2)c(OC)c1 (configuration not stated)	4	100	98	101	108	3	13	104
O=C(CN1C(=O)NC2(CCCCC2)C1=O)Nc1cccc2ncccc12	3	88	104	95	88	1	-2	96
Cc1cnc(-c2nnc(N(C)C(=O)C3CCCO3)s2)cn1 (configuration not stated)	12	99	97	97	98	10	17	98
CCn1c(CNC(=O)c2ccccc2Br)nnc1SCC(=O)Nc1nncs1	-5	103	104	104	105	2	-10	106
Cc1ccc(-c2nnn(CC(=O)N(Cc3cccs3)C(C(=O)NC(C)(C)C)c3ccc(C)o3)n2)o1 (configuration not stated)	-2	98	87	98	99	0	6	91
O=C(Cc1ccc([N+](=O)[O-])cc1)Nc1cc(C(F)(F)F)cc(C(F)(F)F)c1	-3	96	106	98	102	3	-12	98
C=CC(C)(C)O[C@@H]1O[C@H](CO)[C@@H](O)[C@H](O)[C@H]1O	5	108	102	97	100	2	5	100
CCOc1ccc(C(=O)C2CCN(CC(=O)Nc3nccs3)CC2)cc1	-3	99	96	102	100	2	6	100
O=S(=O)(c1ccc(F)cc1)N1CCN(C(=S)NC2CCCC2)CC1	4	100	104	104	104	5	4	105
Cc1csc(SCC(=O)Nc2cc(S(=O)(=O)N(C)C)ccc2C)n1	0	105	104	101	105	1	6	99
Cc1csc(CNC(=O)CC2C(=O)NCCN2Cc2ccc(F)cc2Cl)n1 (configuration not stated)	1	97	99	103	104	0	7	98
C(#CC12CC3CC(CC(C3)C1)C2)CN1CCOCC1	0	98	91	103	100	-1	-4	93
Cc1ccc(Cl)cc1N1CCN(S(=O)(=O)c2ccc3c(c2)CC(=O)N3C)CC1	6	94	91	99	96	-1	11	99
Cc1ccccc1OCC(=O)NCCN(C)C	-4	100	98	101	101	2	0	95
COc1cccc(Nc2ncc(C(=O)O)c3ccccc23)c1	3	88	95	92	94	0	11	98
Cc1ccc(S(=O)(=O)/N=C(/Nc2c(C)cccc2C)c2ccccc2)cc1	-2	92	104	102	106	-1	-7	98
FC(F)(F)c1ccccc1NC(=S)N1CCCCCC1	.	71	73	114	27	.	.	102
COc1ccc(CNC(=O)CS(=O)CC(=O)O)cc1OC (configuration not stated)	-4	97	89	100	95	3	-4	95
O=C(COC(=O)CC1CC2CCC1C2)NCc1ccc(F)cc1 (configuration not stated)	5	100	100	98	102	0	7	101
CCOc1ccc(S(=O)(=O)N2CCC(C(=O)Nc3cc(S(C)(=O)=O)ccc3Cl)CC2)cc1	0	84	88	89	93	1	11	98
CCOC(=O)c1c(NC(=O)CN2CCOCC2)sc2c1CC(C)(C)OC2	3	95	99	100	100	8	3	102
CCn1cc(C2=NOC(C(=O)Nc3ccccc3C(=O)OC)C2)c(C)n1 (configuration not stated)	4	101	88	87	94	4	15	95
COc1ccc(NS(=O)(=O)c2cc3c4c(c2)CCN4C(=O)CC3)cc1OC	5	101	98	103	110	-1	4	102
Cc1ccc(N(CC(=O)Nc2ccc(C)cc2C)S(=O)(=O)N2CCCC2)cc1	0	.	100	105	108	0	-4	104
C=CCC(C(=O)Oc1c(C(C)(C)C)cc(C)cc1C(C)(C)C)c1ccccc1 (configuration not stated)	14	105	104	97	106	-1	-1	98
O=C(C1CCCN(Cc2ccccc2)C1)N1CCc2ccccc2C1 (configuration not stated)	5	104	98	99	103	2	-5	105
Cc1ccc(NC(=O)c2ccccc2-c2cc(C)no2)cc1	1	98	90	106	105	7	1	108
Cc1ccc(S(=O)(=O)N2CCC(C(=O)Nc3ncccc3O)CC2)cc1	9	102	114	108	105	-1	-2	108
C=CCn1c(SCC(=O)Nc2cccc3ccccc23)nnc1-c1cnccn1	-1	99	84	95	98	3	-4	91
COc1ccc(C2=CC(c3sccc3C)n3nnnc3N2)cc1 (configuration not stated)	-3	116	114	104	107	41	-6	107
CCOc1ccccc1CN1CCCC(C(=O)c2ccc(OC)c(OC)c2)C1 (configuration not stated)	-3	101	100	101	99	0	14	100
O=C1CC(c2ccccc2)n2nc(NC(=O)c3ccccc3)nc2N1 (configuration not stated)	-9	96	95	99	104	-1	11	99
Cc1ccc(-c2[nH]ncc2C(=O)c2cccc(F)c2)c(O)c1	-5	102	93	103	96	9	-5	107
Cc1noc(C)c1CSc1ccccc1C(=O)N(C)CC(=O)Nc1cccc(F)c1	5	87	92	88	91	-1	-1	91
CC(C)(C)NC(=O)CSc1nncn1NCc1cccc2ccccc12	6	103	104	97	99	0	-3	106
COc1ccc(CCNC(=O)c2cc(-c3ccco3)on2)cc1OC	3	92	106	96	100	4	-6	101
Cc1ccc(C(=O)NC(=S)N2CCN(c3cc(C)ccc3C)CC2)cc1	5	93	96	100	95	6	-1	95
CCS(=O)(=O)C(C)(CCl)C(=O)Nc1ccc(C(=O)OC)cc1 (configuration not stated)	6	91	113	96	103	-7	-1	107
O=C(COC(=O)CCC(=O)c1cccs1)Nc1ccccc1[N+](=O)[O-]	2	91	84	102	94	14	6	97

Other results follow.
SMILES	proCasp3 act	CIT2 TOR yeast	LAP4 TOR yeast	RPL19A TOR yeast	AGP1 TOR yeast	AHR act	proCasp7 act	MEP2-GFP yeast
CC(OC(=O)c1n[nH]c2ccccc12)C(=O)NC1CCCCC1C (configuration not stated)	0	94	104	97	101	1	-2	105
CC(NC(=O)C1CCN(c2nnc(N3CCCC3=O)s2)CC1)c1ccccc1 (configuration not stated)	-2	124	118	103	108	4	0	98
Cc1cccc2sc(NC(=O)[C@H](C)N3C(=O)C4CC=CCC4C3=O)nc12 (some centres not stated)	-2	102	94	97	98	18	2	98
Cc1ccc(C2NC(c3ccc(C)cc3)C(C)C(=O)C2C)cc1 (configuration not stated)	-7	99	103	94	96	-1	7	91
CCc1ccc(OCC(=O)NNC(=O)c2cc3ccccc3o2)cc1	3	106	100	106	111	-2	-5	97
CCCC(C)NC(=O)c1sc2nc3n(c(=O)c2c1C)CCC3 (configuration not stated)	3	101	98	97	100	2	10	93
COc1ccccc1CNC(=O)CCCn1c(=O)c2ccccc2n(CC(=O)NC2CCCC2)c1=O	10	101	99	.	104	2	13	101
C=CCNC(=O)CN(c1ccccc1OCC)S(=O)(=O)c1ccc(C)cc1	-1	100	109	102	104	5	10	108
Cc1[nH]c(=O)c(Cc2ccccc2)c(O)c1C#N	17	91	101	96	101	0	10	99
COc1ccc(C(CC(=O)O)NS(=O)(=O)c2ccc(C)cc2)cc1 (configuration not stated)	-6	108	106	102	105	-3	-6	106
CCOc1ccc2c(c1)sc1nc(C(=O)OC)cc(=O)n12	2	98	93	100	98	6	-15	105
COc1cc(/C=C2\SC(=N)N(c3ccc4c(c3)OCO4)C2=O)cc(OC)c1O	-10	113	96	119	105	13	-15	114
CCOC(=O)C1=C(C)Nc2ccccc2N=C1N	-8	93	107	101	98	-1	7	94
CSc1nc2ccc(NC(=O)c3c(-c4ccccc4)noc3C)cc2s1	-4	104	111	100	108	-6	1	95
O=S(=O)(Nc1ccc(-c2nc3cccnc3s2)cc1)c1ccccc1F	11	102	109	97	102	56*	11	97
O=S1(=O)CCN2N=C(C34CC5CC(CC(C5)C3)C4)SC2=N1	-4	91	84	103	88	3	-3	97
COc1ccc(N2C(=O)C3NN=C(C(=O)OCc4ccccc4)C3C2=O)cc1 (configuration not stated)	-3	73	109	94	76	0	4	116

Sorted by number of heavy atoms (highest first): part of the list above.
SMILES	proCasp3 act	CIT2 TOR yeast	LAP4 TOR yeast	RPL19A TOR yeast	AGP1 TOR yeast	AHR act	proCasp7 act	MEP2-GFP yeast
COc1ccc(N2C(=O)C3NN=C(C(=O)OCc4ccccc4)C3C2=O)cc1 (configuration not stated)	-3	73	109	94	76	0	4	116
CSc1nc2ccc(NC(=O)c3c(-c4ccccc4)noc3C)cc2s1	-4	104	111	100	108	-6	1	95
O=S1(=O)CCN2N=C(C34CC5CC(CC(C5)C3)C4)SC2=N1	-4	91	84	103	88	3	-3	97
